Screens as filed in PubChem.
NOD2-RIPK2 inh: blocks binding of human NOD2 to RIPK2. O43353. inhibition, % at 4.98 µM. CHO BLA complementation NOD2-RIPK2, CCF4 ratio. hit rate 0.38% among 360,000; in the data active = inhibition above about 21%;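 note: 0% = vehicle only and 100% = reference blocker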
Target sequence (O43353 whole entry, looked up): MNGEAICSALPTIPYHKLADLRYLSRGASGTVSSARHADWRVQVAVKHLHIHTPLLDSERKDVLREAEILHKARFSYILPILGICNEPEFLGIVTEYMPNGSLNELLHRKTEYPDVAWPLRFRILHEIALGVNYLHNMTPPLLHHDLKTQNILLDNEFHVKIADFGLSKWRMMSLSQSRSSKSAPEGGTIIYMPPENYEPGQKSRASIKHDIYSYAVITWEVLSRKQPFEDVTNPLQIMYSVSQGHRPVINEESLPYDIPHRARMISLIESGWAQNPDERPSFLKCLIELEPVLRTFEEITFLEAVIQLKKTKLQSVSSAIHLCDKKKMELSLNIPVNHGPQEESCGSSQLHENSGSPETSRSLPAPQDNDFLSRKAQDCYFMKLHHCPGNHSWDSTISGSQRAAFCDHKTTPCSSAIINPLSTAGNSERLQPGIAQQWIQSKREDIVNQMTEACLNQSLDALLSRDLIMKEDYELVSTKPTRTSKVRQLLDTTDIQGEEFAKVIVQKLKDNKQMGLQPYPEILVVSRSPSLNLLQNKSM
ABCB6 inh 2: human ABCB6 transporter inhibition | Q9NP58 | K562-ABCB6 porphyrin accumulation, flow cytometry, 1 h; hits give low values | fluorescence ratio to DMSO, % at 10 µM | hit rate 0.19% among 360,000 | AID 602162;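 active = fluorescence ratio to DMSO below 75%, the collection mean minus 3 SD; inconclusive = too few cells collected in the well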;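 note: signal is porphyrin accumulated inside mitochondria; 100% equals median channel fluorescence of DMSO control wells; lower ratio means ABCB6 inhibition with less porphyrin fluorescence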
HTR2A ag: mouse HTR2A agonism via beta-arrestin recruitment; P35363; CHO-K1 mHTR2A beta-arrestin complementation, luminescence; percent of 30 µM serotonin response; activation, % at 7.6 µM; hit rate 0.66% among 360,000; AID 624169;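 active = activation above a run cutoff, the mean activation of all tested compounds plus 3 SD, cut at about 14% in these data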;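 note: 0% = plate median of compound wells and 100% = 30 µM serotonin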
Target sequence (P35363 whole entry, looked up): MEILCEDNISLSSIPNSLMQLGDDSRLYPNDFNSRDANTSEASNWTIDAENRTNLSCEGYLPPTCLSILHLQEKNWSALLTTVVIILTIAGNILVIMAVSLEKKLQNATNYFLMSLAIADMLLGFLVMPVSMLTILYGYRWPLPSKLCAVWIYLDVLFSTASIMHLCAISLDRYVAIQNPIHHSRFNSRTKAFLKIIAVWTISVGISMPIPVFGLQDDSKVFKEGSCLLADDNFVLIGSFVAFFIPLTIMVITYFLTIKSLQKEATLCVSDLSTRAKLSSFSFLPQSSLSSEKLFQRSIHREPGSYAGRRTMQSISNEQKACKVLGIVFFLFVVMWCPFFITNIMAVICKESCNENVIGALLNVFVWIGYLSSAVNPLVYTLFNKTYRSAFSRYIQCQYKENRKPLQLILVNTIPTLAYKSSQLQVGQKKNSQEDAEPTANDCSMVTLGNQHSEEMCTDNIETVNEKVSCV
N-glyco inh: blocks N-linked glycosylation in D54 reporter cells. hit rate 0.23% among 360,000. AID 588692. reporter increase, % at 12.5 µM. D54 ERlucT glycosylation luciferase reporter, 24 h; percent of 100 nM tunicamycin response;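 active = mean luciferase reporter signal, scaled so untreated is 0 and the glycosylation-blocking control 100, at or above a set limit in every replicate; inconclusive = mean reaches the limit but not every replicate does; inactive = mean below the limit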;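 note: luciferase carries N-glycosylation sites so blocking glycosylation raises the light; 0% = median of neutral control wells and 100% = median of 100 nM tunicamycin wells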
MC4R ag barr: activates human MC4R beta-arrestin recruitment | P32245 | U2OS MC4R beta-arrestin complementation, luminescence; percent of melanotan II response, DMSO zero | activation, % at 8.9 µM | hit rate 0.98% among 360,000;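 active = activation above a per-plate cutoff, the mean activation of sample wells on that plate plus 3 SD, cut at about 8% in these data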
MC4R antagonist: antagonists of human melanocortin 4 receptor (MC4R); hit rate 0.48% among 360,000; inhibition, % at 6.5 µM; AID 540295; MC4R-expressing cells, MTII-stimulated cAMP, LANCE TR-FRET;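 active = inhibition above its plate's cutoff, the mean of tested wells on that plate plus 3 SD, cut at about 29% in these data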;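 note: 0% = Melanotan II alone and 100% = Melanotan II plus saturating MCL0020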
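System – human MC4R-expressing U2OS cells · Also added – Melanotan II · Dosing – one concentration, 6.5 µM nominal · Timing – 30-min compound, 1-h challenge, 1-h detection, room temperature · Measured by – Eu-cAMP/anti-cAMP TR-FRET, emission 671 nm · Replicates – singlicate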
TLR9-MyD88 inh: blocks human TLR9 binding to MyD88; inhibition, % at 4.98 µM; CHO BLA complementation TLR9-MyD88, CCF4 FRET ratio; Q9NR96+Q99836; hit rate 0.21% among 340,000;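 active = inhibition above the mean over all tested compounds plus 3 SD, cut at about 21% in these data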;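 note: 0% = DMSO only wells and 100% = clavulanate BLA inhibitor control wells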
ABHD5 PLIN5 PPI: blocks binding of human ABHD5 to perilipin-5 | Split G. princeps luciferase complementation, luminescence, 4 h | inhibition, % at 4 µM | AID 602281 | hit rate 0.78% among 360,000 | Q00G26+Q8WTS1;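 active = inhibition above the mean inhibition across every tested compound plus 3 SD, cut at about 22% in these data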;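 note: 0% = DMSO only wells and the 100% control is not disclosed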
NCOA2 inhibitor: human SRC2 (NCOA2) inhibition. HEK293 GAL4-SRC2 luciferase reporter, luminescence. Q15596. hit rate 0.17% among 370,000. AID 651957. inhibition, % at 9 µM;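 active = inhibition above the mean inhibition of all tested compounds plus 3 SD, set per campaign, cut at about 52% in these data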;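 note: 0% = DMSO treated cells and 100% = cells given Gossypol at 36 µM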
Cardio protect: protects H9c2 cardiomyocytes from peroxide injury; protection from H2O2 cell death, % at 20 µM; H2O2 injury protection, ATPLite, 2 h; AID 588492; hit rate 0.63% among 360,000;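 active = compounds giving at least 50% protection of heart cells from peroxide-induced death in the single-dose screen, raw or plate-pattern-corrected value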;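 note: 0% = DMSO wells with peroxide and 100% = DMSO wells without peroxide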
* = called active by the depositor; ? = inconclusive; . = not tested or not shown.

SMILES	NOD2-RIPK2 inh	ABCB6 inh 2	HTR2A ag	N-glyco inh	MC4R ag barr	MC4R antagonist	TLR9-MyD88 inh	ABHD5 PLIN5 PPI	NCOA2 inhibitor	Cardio protect
COc1ccc(/C=C/C(=O)Nc2cc(C)on2)cc1	-6	98	-4	-3	-1.2	-3	-9	3	-43	8
Cc1nn(Cc2ccccc2)c(Cl)c1/C=C/C(=O)OCC(=O)N1CCCC1=O	1	100	-4	2	-0.7	3	6	-1	17	2
Nc1c(-c2ccc(C(F)(F)F)cc2)nc2ncccn12	-4	.	-5	.	.	.	.	-2	-24	.
O=C(CCC(=O)Nc1ccc(Br)cc1)N/N=C/c1cc([N+](=O)[O-])ccc1O	-5	100	3	1	-0.5	-2	-3	3	14	54*
CC(=O)c1ccc(OCC(=O)Nc2ccc3c(c2)CCC3)cc1	-1	94	-4	-2	-0.7	-1	-5	-1	-16	-4
Cc1ccccc1C(=O)OC1OC(=O)C(Cl)=C1N1CCOCC1 (stereo not given)	-12	100	5	0	-2.1	4	-10	0	11	4
CC(C)(C)NC(=O)C1Cc2ccccc2CN1C(=O)Nc1cccc(Cl)c1 (stereo not given)	6	91	-2	-3	0.5	3	2	2	-1	0
CCOC(=O)[C@@H]1[C@H]2COc3ccc(Br)cc3[C@H]2N2C(=O)N(c3cccc(Cl)c3)C(=O)[C@]12C	-13	95	2	-7	-0.8	3	-1	0	12	-5
C[C@@H](NC(=O)[C@@H]1CCCN1C(=O)[C@@H]1CCCN1C(=O)c1cccc2ccccc12)c1ccccc1	-5	101	3	.	.	.	.	6	28	.
C/C(N)=C(/C#N)C(=O)CSc1nc2scc(-c3ccccc3)c2c(=O)n1C	1	93	1	-1	-1.3	15	-1	4	-8	-1
COc1ccc(-n2c(C(C)n3nc(C)c([N+](=O)[O-])c3C)n[nH]c2=S)cc1 (stereo not given)	1	97	8	1	-0.5	-1	3	-1	-2	0
COc1ccc2oc(-c3ccccc3[N+](=O)[O-])cc(=O)c2c1	3	101	5	?	0.2	-15	-8	-3	-20	-1
CCN(CC)S(=O)(=O)c1ccc(OC)c(NC(=O)c2cc3c(=O)n4ccccc4nc3s2)c1	-4	92	6	0	0.0	4	1	3	-17	-4
O=C(c1ccc[nH]c1=S)N1CCN(S(=O)(=O)c2ccc(Br)cc2Cl)CC1	-5	90	1	3	-2.1	-4	8	-1	9	-11
COc1ccccc1-c1nnc(Nc2nc3c(OC)cccc3s2)o1	26*	96	-1	-7	-0.5	-14	18	5	-22	1
O=C(Cc1csc(Nc2nc(=S)[nH]c3ccccc23)n1)NCc1ccc(Cl)cc1	-14	106	3	2	0.3	-3	3	-1	.	-1
COCCCNC(=O)CN(Cc1ccccc1)S(=O)(=O)c1ccccc1	-15	102	-7	0	-1.8	15	-15	5	-5	-4
CC(=O)NC(Nc1c(C)n(C)n(-c2ccccc2)c1=O)C(Cl)(Cl)Cl (stereo not given)	3	94	-1	3	-1.3	20	14	1	-37	6
CC1(C)Cc2c(C#N)c(NCCN3CCOCC3)nc(-c3ccccc3)c2CO1	3	96	2	1	-1.9	5	-10	2	11	0
CCc1noc(C)c1C(=O)N(CC)CC(=O)Nc1cc(Cl)ccc1C	-2	105	1	-2	1.6	10	-12	1	30	9
O=C(CN1CCCC1)N1CCCC(c2ccc(F)cc2)c2ccc(F)cc21 (stereo not given)	1	104	-5	-6	-1.0	9	-1	-4	-33	-2
Cc1ccc2cc3cc(C(=O)N4CCCCCC4)oc3nc2c1	3	94	5	-15	-2.2	-5	1	1	.	-14
CCCn1c(C(CO)Nc2nc(C)cs2)nc2ccccc21 (stereo not given)	-6	91	3	2	-1.1	-2	-5	-1	-16	26
Cc1ccc(S(=O)(=O)NCC(=O)N(CC(=O)NC(C)(C)C)Cc2ccc3c(c2)OCO3)cc1	-2	98	7	-1	1.3	8	2	-1	17	0
Cc1ccc(-c2nc(CS(=O)CC(=O)NCCN3CCCCC3C)c(C)o2)cc1 (stereo not given)	7	101	-12	1	-0.7	10	-10	5	-6	6
Carrying on:
SMILES	NOD2-RIPK2 inh	ABCB6 inh 2	HTR2A ag	N-glyco inh	MC4R ag barr	MC4R antagonist	TLR9-MyD88 inh	ABHD5 PLIN5 PPI	NCOA2 inhibitor	Cardio protect
COc1ccccc1C1=NNC(=Nc2cccc(S(=O)(=O)N(C)C)c2)SC1	0	101	3	-1	-0.6	-3	2	-22	-1	-6
Cc1ccc2c(c1)C(=O)N(CCCCO)C2=O	-21	105	8	1	5.8	-10	-11	13	-11	8
C=CCn1c(SCC(=O)N2CCCCCC2)nc2ccccc2c1=O	3	97	4	0	-2.0	14	-2	8	-13	4
Cc1cc(=O)[nH]c(SCC(=O)NCCOc2ccccc2)n1	-4	94	5	0	-0.4	2	-2	-1	0	0
CN(Cc1ccco1)C(=O)C(Cc1ccccc1)NS(=O)(=O)c1ccc2c(c1)CCC(=O)N2 (stereo not given)	-3	101	-3	-3	-0.1	6	1	9	-4	3
Cc1ccc(C(=O)OCC(=O)NC(=O)NCc2ccccc2)cc1C	8	95	4	3	3.7	2	-1	-1	8	-9
Cc1cn([C@H]2C[C@H](O)[C@@H](/C=C/C(=O)NCC(c3ccccc3)c3ccccc3)O2)c(=O)[nH]c1=O	-1	96	-3	1	.	.	.	1	14	10
O=C(Nc1cccc(Cl)c1)c1ccc(NC2=NC3CS(=O)(=O)CC3S2)cc1 (stereo not given)	6	92	3	1	-0.8	7	0	6	0	2
CCOP(=O)(c1ccccc1)C(O)c1ccc(Br)cc1 (stereo not given)	-3	100	8	2	0.4	0	0	0	18	13
Cc1nc(-c2ccc(S(=O)(=O)Nc3ccccc3C)cc2)co1	-4	99	-8	-3	1.9	8	-11	0	-3	-3
O=C(CSCc1ccccc1)Nc1ccc(Cl)cn1	1	103	-3	-1	-1.6	1	-1	-4	.	9
COc1ccc(CN2CCNC(=O)C2CC(=O)N(C)Cc2ccon2)c(OC)c1 (stereo not given)	-4	93	10	2	-0.1	-6	6	-5	-3	-5
CCC(C(=O)OCC(=O)c1ccc(OC)cc1OC)c1ccccc1 (stereo not given)	-9	105	10	-2	-1.1	8	-6	-5	-16	-7
N#Cc1ccc(S(=O)(=O)NC2CC2)cc1	-9	99	-3	3	-0.2	5	-7	2	-25	7
Cc1ccc2nc(-c3cccc(Br)c3)cc(C(=O)NC3CC3)c2c1	-3	95	14	5	0.4	4	-8	1	6	10
COC(=O)[C@H](Cc1c[nH]c2ccccc12)NCc1cccc(B(O)O)c1	-3	99	-1	4	-0.4	-12	-6	2	-26	2
O=C(NCc1ccccc1Cl)C1CCN(S(=O)(=O)c2ccc(F)cc2)CC1	8	101	-5	-1	-2.3	9	5	-8	-1	-9
O=C(Nc1c2n(c(=S)n(-c3ccccc3)c1=O)CCCCC2)c1ccccc1	-1	94	0	4	-3.4	1	4	-4	7	4
COc1ccc2sc(/C=C/c3ccccc3O)[n+](C)c2c1	-8	488	-1	0	-1.6	-31	.	-7	-6	-8
COc1ccc(NC(=O)CSc2nnc3n2CCCCC3)cc1S(=O)(=O)N(C)C	4	165	1	3	-1.1	4	-3	-6	11	14
O=C(O)c1ccc(NC2(C(=O)O)CCCC2)cc1	-5	106	0	1	-2.6	2	-8	-5	-25	-6
Cc1ccc(C)c(N2CCN(C(=O)c3ccc4nc(-c5ccco5)c(-c5ccco5)nc4c3)CC2)c1	-7	103	1	5	-0.5	7	5	19	21	4
COc1ccc(Cl)cc1NC(=O)c1cc(-c2ccco2)on1	-3	102	5	2	-1.6	13	8	9	-28	-3
CC1CCN(C(=O)CCCC(=O)O)CC1	-10	105	4	0	0.7	10	-12	2	-9	0
CC(=O)Nc1ccc(S(=O)(=O)Nc2cc3c(cc2C(C)=O)OCO3)cc1	2	105	3	2	-1.2	11	-8	5	-5	4
Next entries
SMILES	NOD2-RIPK2 inh	ABCB6 inh 2	HTR2A ag	N-glyco inh	MC4R ag barr	MC4R antagonist	TLR9-MyD88 inh	ABHD5 PLIN5 PPI	NCOA2 inhibitor	Cardio protect
O=C(c1noc2c1CCCCC2)N1CCN(C(c2ccccc2)c2ccccc2)CC1	-5	88	-1	-6	-0.8	11	-2	-1	-25	-4
CC(C)C(=O)Nc1ccc(NC(=O)CCc2ccccc2)cn1	-6	95	-1	1	-1.3	3	-14	1	-21	3
Cc1ccc(S(=O)(=O)N2C[C@H]3C(=O)C[C@@H](c4ccc(Cl)cc4)N(S(=O)(=O)c4ccccc4C)[C@H]3C[C@H]2c2ccc(Cl)cc2)cc1	-8	95	10	-5	-0.8	8	0	6	-28	-7
N#CC1=C2SCN(Cc3ccccc3)CN2C(=O)CC1c1cccs1 (stereo not given)	-3	87	2	0	-0.9	4	8	-9	-13	16
Cc1ccc(CCC(=O)Nc2ccc([N+](=O)[O-])cc2Cl)o1	12	95	-2	-3	-1.2	8	-16	1	-13	11
CCCCc1cc(=O)oc2cc(C)cc(OC(C)C(=O)NCc3cccnc3)c12 (stereo not given)	2	102	-4	0	-2.4	11	-16	12	1	7
CCOC(=O)Cc1csc(N/N=C/c2ccc(C(F)(F)F)cc2)n1	2	101	0	-4	-1.0	8	5	2	46	-2
COc1ccc(NC(=O)CN2CCN(S(=O)(=O)c3ccc(C(C)C)cc3)CC2)cc1OC	0	108	-4	1	-0.7	3	-6	0	-25	-8
COC(=O)[C@@]12C[C@@H](CC(=O)NCc3cccc4ccccc34)C(=O)N(Cc3cccc4ccccc34)C1=CCC(C)(C)C2	3	.	-4	.	.	.	.	10	-2	.
COc1ccc(C2OC(=O)CC2C(=O)NC2CCCC(C)C2C)cc1OC (stereo not given)	-8	96	2	1	0.2	7	-6	5	-18	1
O=C(c1ncn2c1c(=O)[nH]c1ccccc12)N1CCc2ccccc2C1	-3	99	3	-1	1.6	19	-2	-7	5	-7
Cc1ccc(-n2nnnc2SCC(=O)Nc2c(C)n(C)n(-c3ccccc3)c2=O)cc1	-1	95	3	2	-0.8	-4	-9	1	-5	-5
O=C(Nc1nccs1)NC1CCCCC1	-1	92	4	0	-1.0	0	-9	-3	-20	-3
Cc1ccc(-n2c3nc(=O)[nH]c(=O)c-3cc3cc([N+](=O)[O-])ccc32)cc1	0	94	0	20	-3.7	-16	0	-4	0	10
CN(C)S(=O)(=O)c1ccc(/C(O)=C2/C(=O)C(=O)N(CCCN3CCOCC3)C2c2ccncc2)cc1 (stereo not given)	-4	98	0	0	4.8	0	-5	9	28	9
CCCNS(=O)(=O)c1cc(CN2C(=O)c3cccnc3C2=O)ccc1OC	-14	97	0	1	-2.3	-1	8	8	9	5
COc1ccc(C(=O)C2CCCN(C(=O)c3cc(C4CC4)[nH]n3)C2)c(C)c1 (stereo not given)	1	98	-2	2	-2.4	16	-3	-4	-16	-4
Cc1ccc(O)c(C(=O)c2cnc3c(c2)c(=O)n(C)c(=O)n3C)c1	-9	100	0	-1	-0.7	16	.	1	-8	0

Only part of the results is shown; the hit share may differ from the screen's.
